Vif-APOBEC3F blk – qHTS for Inhibitors of Vif-A3F Interactions: qHTS | actives 0.2% (n = 390,000) | Potency, µM (doses to about 46.1 µM), for the others: at the top dose activity, negative = active | HeLa A3F-eYFP + Vif (tagged APOBEC3F with the HIV-1 protein that degrades it), YFP fluorescence increase; also: % of control where 0% means no effect; nearly all actives have a fitted effect of over 65% in size
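HeLa cells stably expressing Vif plus C-terminally eYFP-tagged A3F were seeded, incubated overnight at 37 deg C, dosed with compound, incubated overnight again at 37 deg C. Yellow fluorescence (Ex 488/Em 500-530) reported blocked Vif-mediated A3F-eYFP degradation.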
RGS4 inh – Inhibitors of Regulator of G Protein Signaling (RGS) 4: qHTS; Transcreener GDP fluorescence polarization, RGS4-accelerated GTP hydrolysis; Potency, µM (top dose mostly 114 µM), for the others: top-dose activity change, negative = inhibition, most hits filed as inhibitors; Regulator of G-protein signaling 4 (Homo sapiens), P49798; actives 0.039% (n = 390,000); also: % is scaled to controls: 0 for no effect and ±100 for the full control effect; nearly all actives have a fitted effect of over 75% in size; some results filed as inactive show a strong effect at the top dose
Target sequence (P49798 whole entry, looked up): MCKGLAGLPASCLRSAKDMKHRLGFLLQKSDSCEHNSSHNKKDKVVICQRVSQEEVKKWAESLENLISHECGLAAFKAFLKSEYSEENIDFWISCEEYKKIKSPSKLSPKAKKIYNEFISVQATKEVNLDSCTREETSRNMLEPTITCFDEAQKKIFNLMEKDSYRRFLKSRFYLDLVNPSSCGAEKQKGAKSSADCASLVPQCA
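MLSMR compounds (23 nl, pin-transferred) preincubated 10 min at room temperature with a 500nM (2x) first reagent, then RGS4 at 900nM (2x) plus Transcreener GDP mix added; fluorescence polarization (620/688 nm) read before and after 90 min at 30 °C.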
Vif-A3G inh – qHTS for Inhibitors of Vif-A3G Interactions: qHTS; Potency, µM (doses to about 46.1 µM), inactives show at the highest dose activity, negative = active, hits mostly inhibitors; DNA dC->dU-editing enzyme APOBEC-3G (Homo sapiens), Q9HC16; AID 602310, 2012; actives 0.076% (n = 410,000); HeLa A3G-eYFP + Vif (tagged APOBEC3G with the HIV-1 protein that degrades it), YFP fluorescence, overnight;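 also: % is scaled to controls: 0 for no effect and ±100 for the full control effect; nearly all actives have a fitted effect of over 60% in size; hits raise eYFP signal because A3G escapes Vif-driven loss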
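Read-out is eYFP fluorescence (Ex 488/Em 500-530) from Vif-expressing HeLa A3G-eYFP cells; more signal means A3G escaped Vif-mediated degradation. Cells plated overnight, compound pinned in, incubated overnight at 37 deg C.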
12-LOX inh – Primary qHTS assay for inhibitors of human arachidonate 12S-lipoxygenase (ALOX12): Round 2; Polyunsaturated fatty acid lipoxygenase ALOX12 (Homo sapiens), P18054; purified 12hLO, xylenol orange hydroperoxide absorbance; Potency, µM (doses to about 108 µM), for the others: at the top dose activity change, negative = inhibition, actives largely listed as inhibitors; actives 1.1% (n = 580,000); AID 1671190, 2021; also: % is scaled to controls: 0 for no effect and ±100 for the full control effect
Target sequence (P18054 whole entry, looked up): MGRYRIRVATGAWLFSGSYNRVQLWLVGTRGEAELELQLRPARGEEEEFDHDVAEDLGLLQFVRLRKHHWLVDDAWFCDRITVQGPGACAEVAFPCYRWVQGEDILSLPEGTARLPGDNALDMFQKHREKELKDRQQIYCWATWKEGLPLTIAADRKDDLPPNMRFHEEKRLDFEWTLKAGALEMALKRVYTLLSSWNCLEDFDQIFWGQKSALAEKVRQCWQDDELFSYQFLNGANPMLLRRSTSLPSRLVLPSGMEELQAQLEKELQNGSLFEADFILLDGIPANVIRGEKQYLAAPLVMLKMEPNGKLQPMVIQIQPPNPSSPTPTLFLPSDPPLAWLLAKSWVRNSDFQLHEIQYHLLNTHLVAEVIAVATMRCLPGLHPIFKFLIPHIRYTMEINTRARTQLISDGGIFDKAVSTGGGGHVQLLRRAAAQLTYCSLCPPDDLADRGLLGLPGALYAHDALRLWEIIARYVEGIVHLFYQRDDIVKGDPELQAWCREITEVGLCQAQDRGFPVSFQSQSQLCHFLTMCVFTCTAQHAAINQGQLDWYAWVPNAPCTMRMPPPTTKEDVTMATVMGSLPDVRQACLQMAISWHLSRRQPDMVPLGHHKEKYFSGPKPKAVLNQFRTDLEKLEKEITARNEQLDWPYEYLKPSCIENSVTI
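Hydroperoxide product was detected by ferrous iron/xylenol orange as the 573 to 405 nm absorbance ratio. Arachidonic acid at 40 uM (final) was turned over for 30 min at room temperature by 150 nM human 12hLO, pH 7.0 Hepes buffer, after 15 min compound preincubation.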
RXFP1 ag – qHTS Assay for Agonists of the Relaxin Receptor RXFP1 | HEK293T-RXFP1 cAMP TR-FRET, 30 min; response scale: percent of porcine relaxin response, buffer zero | actives 0.3% (n = 370,000) | Relaxin receptor 1 (Homo sapiens), Q9HBX9 | Potency, µM (highest dose often 57.5 µM), for inactives: at the highest dose activation, usual class: activators; also: % is scaled to controls: 0 for no effect and ±100 for the full control effect; nearly all actives have a fitted effect of over 60% in size; many of its hits are not listed in these tables
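Agonist response is measured as cAMP accumulation in an RXFP1-transfected HEK293T line under PDE4 inhibition. Values are scaled between buffer-only and 29 nM porcine relaxin, and EC50s come from standard Hill equation fits.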
TrxR1 inh – qHTS Assay for Inhibitors of Mammalian Selenoprotein Thioredoxin Reductase 1 (TrxR1): qHTS | Thioredoxin reductase 1, cytoplasmic (Rattus norvegicus), O89049 | recombinant rTrxR1, NADPH fluorescence consumption, selenite substrate | Potency, µM (series often up to 114 µM), inactives show top-dose activity change, negative = inhibition, hits mostly inhibitors | actives 1% (n = 390,000); also: % is scaled to controls: 0 for no effect and ±100 for the full control effect; nearly all actives have a fitted effect of over 65% in size
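Rat TrxR1 (90 nM in the dispensed reagent) was pre-reduced with 400 uM NADPH for 5 min at room temperature, then incubated with compound for 15 min. After 400 uM selenite was added, NADPH fluorescence (Ex 340/Em 450 nm) was followed for 8 min.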
TrxR1 substrate – qHTS Assay for Substrates of Mammalian Selenoprotein Thioredoxin Reductase 1 (TrxR1): qHTS; Thioredoxin reductase 1, cytoplasmic (Rattus norvegicus), O89049; actives 0.01% (n = 390,000); AID 588456, 2011; Potency, µM (highest dose often 114 µM), inactives show at the top dose activity change, negative = substrate turnover; purified TrxR1 substrate turnover, NADPH consumption readout; also: % is scaled to controls: 0 for no effect and ±100 for the full control effect; nearly all actives have a fitted effect of over 50% in size
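Rat TrxR1, dispensed at 90 nM, was prereduced with 400 uM NADPH (final) for 5 min at ~22 deg C, then incubated with compound 15 min before 400 uM selenite. A first-read NADPH fluorescence drop versus no-compound background flagged substrates.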
IDH1 R132H inh – qHTS for Inhibitors of mutant isocitrate dehydrogenase 1 (IDH1): qHTS; IDH1-R132H enzyme, NADPH consumption, diaphorase/resazurin fluorescence; actives 0.093% (n = 390,000); Potency, µM (top dose mostly 76.6 µM), for the others: at the highest dose activity change, negative = inhibition, usual class: inhibitors; AID 602179, 2012; also: % is scaled to controls: 0 for no effect and ±100 for the full control effect; nearly all actives have a fitted effect of over 65% in size
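IDH1-R132H (0.5 ug/mL dispensed) in pH 7.5 Tris buffer was preincubated 30 min with compound, then given a substrate mix of 0.016 mM NADPH and 2 mM alpha-KG for 80 min at room temperature; remaining NADPH was read by diaphorase/resazurin fluorescence.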
USP1 inh – Inhibitors of USP1/UAF1: Primary Screen | AID 743255, 2014 | Ubiquitin carboxyl-terminal hydrolase 1 (Homo sapiens), O94782 | actives 0.23% (n = 390,000) | recombinant USP1/UAF1, Ub-Rhodamine cleavage fluorescence | Potency, µM (highest dose often 57.1 µM), without a hit: at the top dose activity change, negative = inhibition, actives largely listed as inhibitors; also: % is scaled to controls: 0 for no effect and ±100 for the full control effect; nearly all actives have a fitted effect of over 60% in size; inactives centre near -12
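1 nM enzyme complex + cpd, 15 min RT; start with Ub-Rho 150nM final; kinetic fluorescence ex 480/em 540, 6 reads q60 s. Buffer 50mM HEPES pH 7.8, 0.5mM EDTA, 0.1 mg/ml BSA, 1mM TCEP, 0.01% Tween-20.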
An asterisk follows results filed as active; ? = inconclusive; . = no result given; [ ] = another dose, or the depositor's remark. Calls follow the shape of the dose curve; as a rule, active = well fitted curve in the direction sought with a large enough effect; inconclusive = small, poorly fitted or top-dose-only effect, or another doubt; inactive = no such curve, though single readings can be large; an effect the other way counts as inactive or inconclusive. Potency is read from the fitted curve at half-maximal effect. This is a subset, so the mix of outcomes need not match the whole.

SMILES	Vif-APOBEC3F blk	RGS4 inh	Vif-A3G inh	12-LOX inh	RXFP1 ag	TrxR1 inh	TrxR1 substrate	IDH1 R132H inh	USP1 inh
O=C(NC(=S)NCc1ccccc1Cl)c1cccs1	1%	-21%	-3%	16µM*	.	?	-1%	2%	-4%
COc1ccc(OC)c(NC(=O)c2ccccc2NC(=O)c2ccco2)c1	2%	-9%	-5%	-2%	-0.2%	19%	0%	9%	-16%
O=C(CCc1ccccc1)OCC(=O)c1cccc([N+](=O)[O-])c1	-2%	9%	5%	-9%	-2.6%	6%[57.1 µM]	-4%	0%	-28%
Cc1ccc(OCC(=O)NNC(=S)NCc2ccccc2)cc1	3%	-5%	-1%	-1%	-0.8%	7%[57.1 µM]	6%[57.1 µM]	6%	?
Cc1nnc2n1N=CC=C(C(C)(C)C)S2	-1%	-15%	0%	0%	2.3%	9%	5%	-2%	-18%
Cc1cccc(NC(=O)CCSc2nc(C)cc(C)n2)c1	-2%	-1%	0%	141%[activator]	-0.2%	19%	4%	1%	5%
Cc1ccc(NC(=O)COC(=O)Cn2nc(C)c([N+](=O)[O-])c2C)c([N+](=O)[O-])c1	-9%	-1%	-3%	-1%	-1.4%	-4%	-3%	2%	5%
CCOc1ccc2[nH]c3c(NCCc4ccc(OC)c(OC)c4)ncnc3c2c1	-26%	16%	-16%	-2%	6.9%	21%	28%	0%	-13%
O=C(CN1CCOCC1)Nc1ccc(OC(F)(F)F)cc1	0%	-14%	-3%	?	2.8%	24%	1%	-2%	-18%
CCCn1nnnc1SCC(=O)NCc1cccs1	20%	-1%	0%	?	1.6%	2%	3%	4%	-19%

Compound profiles, from the list above. Order of screens: Vif-APOBEC3F blk	RGS4 inh	Vif-A3G inh	12-LOX inh	RXFP1 ag	TrxR1 inh	TrxR1 substrate	IDH1 R132H inh	USP1 inh
Listed for Cc1ccc(NC(=O)COC(=O)Cn2nc(C)c([N+](=O)[O-])c2C)c([N+](=O)[O-])c1 → -9%	-1%	-3%	-1%	-1.4%	-4%	-3%	2%	5%
Listed for Cc1cccc(NC(=O)CCSc2nc(C)cc(C)n2)c1 → -2%	-1%	0%	141%[activator]	-0.2%	19%	4%	1%	5%
Listed for COc1ccc(OC)c(NC(=O)c2ccccc2NC(=O)c2ccco2)c1 → 2%	-9%	-5%	-2%	-0.2%	19%	0%	9%	-16%

Next section:
SMILES	Vif-APOBEC3F blk	RGS4 inh	Vif-A3G inh	12-LOX inh	RXFP1 ag	TrxR1 inh	TrxR1 substrate	IDH1 R132H inh	USP1 inh
CCc1ccc(C(=O)c2cn(CC(=O)Nc3ccc(Cl)cc3)c3cc4c(cc3c2=O)OCO4)cc1	-4%	-2%	-7%	-25%	-0.3%	2%	-1%	8%	-25%
COc1ccc(CC(=O)NC(C)(C)C)cc1S(=O)(=O)N1CCOCC1	3%	-7%	-1%	0%	-1.7%	18%	0%	0%	-11%
CC(=O)Oc1ccc2oc(-c3ccccc3)c(C(N)=O)c2c1	-6%	-13%[11.4 µM]	2%	.	-32%[inhibitor]	-8%	33%[activator]	-3%	-21%
Cc1nn(Cc2ccccc2)c(C)c1NC(=O)CCCn1nc([N+](=O)[O-])cc1C	4%	15%	-1%	0%	2.2%	28%	2%	-10%	-12%
NCC(=O)NCC(=O)NC[C@H]1O[C@@H](n2ccc(=O)[nH]c2=O)[C@H](O)[C@@H]1O	-2%	21%	-1%	19%	.	14%	2%	-9%	-3%
CC(=O)c1ccc(C(=O)N2CCC(CO)(Cc3cccc(C(F)(F)F)c3)CC2)cc1	-1%	5%	14%	8%	1.9%	6%	-6%	0%	-21%
COc1ccc(/C=N/N2CCN(C3c4ccccc4-c4ccccc43)CC2)cc1OC	-6%	-25%	0%	?	1.9%	14%[57.1 µM]	9%[57.1 µM]	-2%	-20%
Cc1cc(C)c(-c2cc(C(=O)Nc3c(C)n(C)n(-c4ccccc4)c3=O)[nH]n2)c(O)c1	0%	3%	1%	-5%	2.0%	4%	6%	0%	-20%
CCOc1ccc2c(ccc(/C=C/c3cc(C)c4cccnc4c3O)[n+]2C)c1	8%	?	5%	.	.	54%[57.1 µM]	7%[11.4 µM]	9%	-25%
O=S(=O)(Nc1ccc(OC(F)(F)F)cc1)c1cccc2nonc12	3%	22%	0%	0%	1.1%	-6%[57.1 µM]	-5%[57.1 µM]	5%	-5%
COc1ccccc1NC(=O)c1c(C)cc(=O)oc1C	-5%	-4%	-1%	3%	0.6%	14%	-9%	0%	-26%
CCCCC(=O)NCc1ccc(Cl)cc1	2%	-18%	-1%	1%	0.9%	-4%	-9%	-1%	8%
COC(=O)C1(CCSC)NC(c2ccc(O)c(OC)c2)C2C(=O)N(c3ccc(C)cc3)C(=O)C21 (stereo not given)	0%	-10%	-1%	-3%	0.8%	-6%[57.1 µM]	-4%[57.1 µM]	0%	-9%
CC(C)Cn1c(=O)c2ccccc2n2c(CCC(=O)Nc3ccc(F)cc3)nnc12	5%	31%	2%	?	-0.6%	7%	-3%	0%	?
CCOc1ccc2cc(C#N)c(SCC(=O)OCc3ccccc3)nc2c1	.	21%	-3%	.	.	26%	15%	.	.
Cc1ccn2cc(-c3ccc4c(c3)NC(=O)CO4)nc2c1	3%	6%	2%	-11%	-0.3%	34%	16%	5%	-10%
COC(=O)C1=C/CCCN(C(c2ccccc2)c2ccccc2)/C=C\1C(=O)OC	-5%	.	-9%	?	.	.	.	13%	-18%
CC1CCc2onc(C(=O)NCc3ccco3)c2C1 (stereo not given)	-12%	-20%	?	21%	2.8%	13%[57.1 µM]	8%	-2%	-16%
CCc1ccc2oc(-c3ccc(C)c(NC(=O)/C=C/c4ccco4)c3)nc2c1	.	-28%	.	?	-0.2%	-24%	3%	.	-4%
COc1ccc(C)cc1S(=O)(=O)N1CCN(S(=O)(=O)c2cc(C)ccc2OC)C(C)C1 (stereo not given)	4%	62%[activator]	-1%	0%	5.6%	7%[57.1 µM]	4%[57.1 µM]	1%	-5%
CCN(CC)S(=O)(=O)c1cccc(C(=O)N/N=C2\CCCC(=O)C2)c1	-4%	8%	-9%	11%	6.2%	?	-4%	2%	4%
O=Cc1ccc(OCCOc2ccc([N+](=O)[O-])cc2)cc1	1%	21%	-7%	4%	6.9%	9%	-5%	-14%	1%
Cc1cc(NC(=O)c2ccco2)ccc1NC(=O)c1ccco1	-5%	-2%	0%	?	-2.1%	1%[57.1 µM]	8%[57.1 µM]	8%	-14%
O=[N+]([O-])c1cc(C(F)(F)F)ccc1Sc1ccccn1	?	-49%	-3%	-11%	-0.3%	-16%	-7%	6%	-17%
O=C(Nc1cccn(Cc2ccccc2)c1=O)NC1CCCCC1	1%	-8%	-1%	0%	1.6%	7%	31%[activator]	3%	-15%
O=[N+]([O-])c1ccc(-c2c[nH]c(=S)[nH]2)cc1	-13%	?	1%	?	1.5%	?	-2%	1%	-12%
COCc1nnc(NC(=O)CC(C)C)s1	1%	-18%	1%	2%	2.4%	7%[57.1 µM]	14%[57.1 µM]	1%	-6%
O=C(/C=C/c1ccc(F)cc1)NCCc1ccc2c(c1)OCCO2	-21%	-12%	2%	-16%	0.0%	-20%	-12%	7%	-10%
O=C(CSc1nc2c(c(=O)[nH]1)CN(Cc1ccc3c(c1)OCO3)CC2)Nc1ccccc1Cl	3%	15%	-1%	-19%	-4.3%	17%	6%	-29%	-17%

Part of the list above in order of SMILES length, low to high.
SMILES	Vif-APOBEC3F blk	RGS4 inh	Vif-A3G inh	12-LOX inh	RXFP1 ag	TrxR1 inh	TrxR1 substrate	IDH1 R132H inh	USP1 inh
COCc1nnc(NC(=O)CC(C)C)s1	1%	-18%	1%	2%	2.4%	7%[57.1 µM]	14%[57.1 µM]	1%	-6%
O=[N+]([O-])c1cc(C(F)(F)F)ccc1Sc1ccccn1	?	-49%	-3%	-11%	-0.3%	-16%	-7%	6%	-17%
O=C(/C=C/c1ccc(F)cc1)NCCc1ccc2c(c1)OCCO2	-21%	-12%	2%	-16%	0.0%	-20%	-12%	7%	-10%

High-throughput results (PubChem)
